# Screens deposited in PubChem BioAssay by National Center for Advancing Translational Sciences (NCATS).
# GAA spleen mod: inhibitors or activators of human alpha-glucosidase in spleen homogenate. Potency, µM (doses to about 79.9 µM), for inactives: at the highest dose activity change, negative = inhibition, hits mostly inhibitors. P10253. 240,000 compounds, 0.006% hits. human spleen homogenate, 4-MU-alpha-glucoside fluorescence;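 also: 0% = enzyme with vehicle and -100% = no enzyme basal signal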
#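 Compounds were titrated against alpha-glucosidase in spleen homogenate at pH 5.0, with 1 mM 4-methylumbelliferyl substrate for 40 min at 37 C. Reactions were quenched with pH 10 NaOH/glycine and fluorescence measured.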
# ALDH1A1 inh: inhibitors of human aldehyde dehydrogenase 1A1; Potency, µM (highest dose often 75.3 µM), inactives show at the top dose activity, negative = inhibition, usual class: inhibitors; Purified ALDH1A1, NADH fluorescence, propionaldehyde substrate; 220,000 compounds, 7.3% hits; active = well fitted inhibition curve with a large enough effect, not every such curve was filed as active; inconclusive = small, poorly fitted or top-dose-only effect, or another doubt; inactive = no such curve, though single readings can be large or run the other way;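 also: plate controls were no enzyme wells and a reference inhibitor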
# GAA glycogen mod: alters human alpha-glucosidase cleavage of glycogen | recombinant GAA, glycogen substrate, Amplex Red glucose oxidase fluorescence | Potency, µM (doses to about 76.4 µM), for the others: at the highest dose activity change, negative = inhibition, actives largely listed as inhibitors | 300,000 compounds, 0.38% hits | AID 2100;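 also: 0% = full enzyme reaction and -100% = no-enzyme basal signal; the screen sought inhibitors and activators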
#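 Recombinant human alpha-glucosidase (4 nM final) hydrolysed bovine liver glycogen (30 ug) for 40 min at 37 C in pH 5.0 citrate/phosphate with 0.01% Tween-20. Released glucose detected by glucose oxidase/Amplex Red, Ex 573/Em 610 nm. Compounds up to 77 uM; AC50 from Hill fits.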
# Tau fluor cs: counter-screen for tau fibril formation inhibitors; 280,000 compounds, 0.93% hits; tau K18 P301L Alexa594 fluorescence, heparin fibrillization; AID 1463; Potency, µM (titrated, usually from 57.7 µM), inactives show at the top dose activity change, negative = decrease; also: % is scaled to controls: 0 for no effect and ±100 for the full control effect; nearly all actives have a fitted effect of over 55% in size
#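 Human tau K18 P301L (15 uM unlabeled, 0.24 uM Alexa 594-labeled) in 100 mM sodium acetate pH 7 with 20 uM heparin, 6 hr at 37 C. ThT 30 uM added, 1 hr ambient; Alexa 594 FP and total fluorescence read at 555/632 nm.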
# GLA spleen mod: alpha-galactosidase A (human) modulation; P06280; human spleen homogenate, 4MU-alpha-Gal fluorescence, 40 min; Potency, µM (series often up to 80 µM), for inactives: at the highest dose activity change, negative = inhibition, usual class: inhibitors; 240,000 compounds, 0.008% hits;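 also: 0% = enzyme with vehicle and -100% = no enzyme basal signal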
# Target sequence (P06280 32-429 limits assumed): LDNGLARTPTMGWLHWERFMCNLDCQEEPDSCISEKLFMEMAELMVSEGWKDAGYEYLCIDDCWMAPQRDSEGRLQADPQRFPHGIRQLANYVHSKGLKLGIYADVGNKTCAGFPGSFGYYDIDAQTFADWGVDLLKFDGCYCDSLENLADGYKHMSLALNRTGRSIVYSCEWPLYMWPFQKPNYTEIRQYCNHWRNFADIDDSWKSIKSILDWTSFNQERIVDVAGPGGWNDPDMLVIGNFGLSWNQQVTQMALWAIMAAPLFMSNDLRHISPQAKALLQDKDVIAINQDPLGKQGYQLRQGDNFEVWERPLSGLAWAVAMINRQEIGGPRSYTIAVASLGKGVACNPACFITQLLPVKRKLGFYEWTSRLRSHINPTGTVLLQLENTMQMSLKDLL
#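 Human spleen homogenate (1 ug) was the enzyme source, with 4-methylumbelliferyl-alpha-D-galactopyranoside (1 mM final) in pH 5.0 citrate buffer with 0.01% Tween-20. Compounds were titrated; after 40 min at 37C, NaOH/glycine stop, 4-MU fluorescence read; AC50 from Hill fits.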
# NPSR antag: antagonists of human neuropeptide S receptor cAMP signaling; Q6W5P4; CHO-NPSR cells, cAMP TR-FRET, antagonist mode; Potency, µM (highest dose often 38.3 µM), for the others: at the highest dose activity change, negative = inhibition, actives largely listed as inhibitors; 220,000 compounds, 1% hits; AID 1461; also: % is scaled to controls: 0 for no effect and ±100 for the full control effect; nearly all actives have a fitted effect of over 50% in size; many of its hits are not listed in these tables
# Target sequence (Q6W5P4 whole entry, looked up): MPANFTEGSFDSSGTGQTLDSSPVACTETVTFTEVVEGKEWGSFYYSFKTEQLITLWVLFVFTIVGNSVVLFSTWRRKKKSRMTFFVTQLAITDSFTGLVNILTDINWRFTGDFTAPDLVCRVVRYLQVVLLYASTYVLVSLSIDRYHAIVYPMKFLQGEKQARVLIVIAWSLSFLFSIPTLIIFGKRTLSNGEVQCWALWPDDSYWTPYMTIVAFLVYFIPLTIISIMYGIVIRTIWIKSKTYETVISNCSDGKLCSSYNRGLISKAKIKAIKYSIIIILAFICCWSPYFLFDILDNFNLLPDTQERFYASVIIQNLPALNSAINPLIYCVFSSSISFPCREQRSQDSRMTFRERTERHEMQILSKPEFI
# Epigenetic derep: epigenetic control regulation, reporter derepression; Potency, µM (doses to about 53.9 µM), without a hit: top-dose GFP activation, hits mostly activators; murine LDR cells, GFP reporter derepression, 30 h; 280,000 compounds, 0.2% hits; also: % of control where 0% means no effect; nearly all actives have a fitted effect of over 60% in size
#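 Murine LDR cells bearing a silenced CMV-driven GFP reporter were exposed to compound for 30 h at 37 C. After PBS washes, GFP-positive cells (20-120 um objects) counted by laser-scanning microplate cytometry.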
# GAA inhib: blocks human lysosomal alpha-glucosidase; purified human GAA, 4-MU-alpha-glucoside fluorescence; Potency, µM (doses to about 76.9 µM), for inactives: top-dose activity change, negative = inhibition, hits mostly inhibitors; 200,000 compounds, 0.005% hits; AID 1466;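 also: plate controls were uninhibited enzyme wells for no effect and no-enzyme background for full effect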
#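 Fluorogenic assay: 4 nM human alpha-glucosidase with 400 uM 4-methylumbelliferyl-alpha-D-pyranoside in 50 mM citrate/phosphate, 0.005% Tween-20, pH 5.0, 20 min at room temperature. Compounds tested up to 77 uM; AC50 from Hill fits.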
# * = called active by the depositor; ? = inconclusive; . = no result given; & = joins results of further samples; [ ] = another dose, or the depositor's remark. Unless noted, calls follow the shape of the dose curve; as a rule, active = well fitted curve in the direction sought with a large enough effect; inconclusive = small, poorly fitted or top-dose-only effect, or another doubt; inactive = no such curve, though single readings can be large; an effect the other way counts as inactive or inconclusive. Potency is read from the fitted curve at half-maximal effect. Some of the compounds tested; the hit share may differ from the screen's.
SMILES | GLA spleen mod | GAA glycogen mod | Tau fluor cs | Epigenetic derep | GAA inhib | NPSR antag | ALDH1A1 inh | GAA spleen mod
CCOC(=O)C1CCCN(CCC(=O)Nc2ccccc2C)C1 (stereo unspecified) | -8% | 8% | -7% | -1.4% | 9% | 0% | -1% | -2%
CC(=O)Nc1ccc2nc3c(=O)n(C)c(=O)n(C)c3nc2c1 | -6% | -4% | -27% | -1.3% | ? | 30% | ? | -9%
CCCCn1nc2cc(C(=O)NCC34CC5CC(CC(C5)C3)C4)ccc2c1OCC | 2% | -10% | -17% | 6.3% | 0% | ? | ? | -1%
COC(C[C@@H](O)CC(=O)[C@H](C)OCc1ccccc1)OC | 4% | 1% | 24% | -1.7% | . | 17% | . | -4%
O=c1c2c3c(sc2nc2n1CCC2)CCCC3 | 2% | 3% | -5% | 3.2% | . | 10% | . | 3%
CCOc1ccc(NC(=O)C2CCN(c3nnnn3-c3ccccc3)CC2)cc1 | -5% | -2% | -22% | 0.0% | ? | -4%[46.1 µM] | 13µM* | -12%
CCN(C(=O)c1c(OC)cccc1OC)c1nnc(-c2cccnc2)s1 | 8% | 4% | -1% | -0.8% | -13% | -17%[46.1 µM] | 8% | 6%
COc1ccc(-n2nc(C(=O)NCC(=O)NCCCN3CCCCCC3)c3ccccc3c2=O)cc1Cl | -7% | 6% | 5% | 0.2% | 8% | -35% | ? | -2%
O=C(NCc1ccco1)C1CCCN(S(=O)(=O)c2ccccc2)C1 (stereo unspecified) | -6% | -4% | 3% | -7.2% | -3% | -10%[46.1 µM] | -4% | -5%
CCc1nc(C)ccc1OCC(=O)O | -3% | 0% | 1% | 0.8% | -8% | 3%[46.1 µM] | 1% | -3%
O=C(O)c1sccc1S(=O)(=O)c1ccccc1 | 2% | -2% | -5% | 0.9% | -6% | ? | 6% | 0%
O=C(O)c1cccnc1SC1CC(=O)N(c2ccc(OC(F)F)cc2)C1=O (stereo unspecified) | 3% | -1% | . | 0.0% | . | -3% | . | -2%
CN(C)c1ccc(N=Nc2ccccc2C(=O)OCC(=O)N(C)c2ccccc2)cc1 | -2% | -2% | 4% | 0.0% | 3% | 4% | ? | -4%
CCOC(=O)c1ccc2[nH]cc(C(C)=O)c(=O)c2c1 | -5% | -8% | -1% | 0.0% | -7% | -7%[46.1 µM] | ? | -5%
O=C(COC(=O)CC12CC3CC(CC(C3)C1)C2)Nc1ncc(Cl)cc1Cl | -5% | 0% | -18% | -0.2% | -1% | -9%[46.1 µM] | 1% | 0%
CCOCCCNC(=S)N1CCN(CC)CC1 | 2% | 23% | -2% | -1.1% | 8% | 7% | -3% | 5%
Nn1nnc2ccccc21 | 6%&1% | 3% | -22%&-3% | -1.2%&0.0% | . | -21%[46.1 µM] | ? | -11%&8%
C=CCSc1nnc(-c2cc(C(C)(C)C)nn2Cc2ccc(F)cc2)n1C | 2% | 3% | -6% | 0.0% | 2% | 34% | 11% | -3%
O=C(CCc1nnc(C2CCCCC2)o1)N1CCN(C2CCCCC2)CC1 | -1% | 25% | -7% | -0.1% | 10% | -13% | -2% | 2%
CC(=O)c1cccc(NC(=O)CCS(=O)(=O)c2cccc3nsnc23)c1 | 5% | -1% | -22% | 1.8% | 2% | -9%[46.1 µM] | 22µM* | 2%
O=C(CSc1ccc(-c2ccccn2)nn1)Nc1nccs1 | 1% | 8% | -6% | 2.9% | -2% | ? | 5% | -2%
O=c1[nH]c2ccccc2nc1-c1ccc(Cl)cc1 | 10% | 5% | -14% | 0.0% | . | -9% | . | 8%
CC(C)Sc1nc(O)c(Cc2ccccc2)c(=O)[nH]1 | -4% | 2% | -2% | 2.5% | 3% | -17%[46.1 µM] | -18% | -4%
NS(=O)(=O)c1ccc(NS(=O)(=O)c2ccc(NC(=O)c3ccc(-c4ccccc4)cc3)cc2)cc1 | 6% | -2% | -29% | 1.1% | 1% | ? | 1% | -3%
CC(NC(=O)CSC(=S)N(C)C)C12CC3CC(CC(C3)C1)C2 (stereo unspecified) | -13% | 0% | -11% | 0.0% | 2% | -10%[46.1 µM] | 13µM* | -1%
COC(=O)C1=C(C(=O)OC)[C@@H]2N(C)c3ccc(OC)cc3[C@@]23C[C@@H](C(=O)OC)N(C(=O)C2CCC2)C3=N1 | -1%[17.5 µM] | -3% | -5%[11.6 µM] | -3.3% | . | 1% | 12%[13.5 µM] | -10%[17.4 µM]
COc1ccccc1Nc1ncnc2ccccc12 | 4% | -3% | 1% | -2.2% | -2% | -16%[46.1 µM] | 12% | -4%
CCOC(=O)C1=C(O)C(=O)N(c2ccc(S(N)(=O)=O)cc2)C1c1ccc(Br)cc1 (stereo unspecified) | -10% | -4% | 8% | -1.0% | . | -9% | . | 14%
Cc1nc(NC(C)C(=O)O)c2nc(C)oc2n1 (stereo unspecified) | -11% | 8% | 4% | 1.1% | -4% | 1%[46.1 µM] | 8% | -10%
Cc1ccc(CN(CC(=O)NC(C)(C)C)C(=O)CNC(=O)c2cccs2)cc1 | -8% | 9% | -4% | 1.1% | ? | -6% | 9% | 0%
CCOC(=O)N1CCN(C(=O)CNS(=O)(=O)c2cccs2)CC1 | -4% | -5% | 1% | -1.2% | 5% | -3%[46.1 µM] | 4% | -1%
CN1C/C(=N\S(=O)(=O)c2ccccc2)N(C)C1=O | 0% | -10% | -9% | 1.0% | -3% | 10% | -7% | 1%
Cc1snc(S(=O)(=O)/C(C#N)=N\Nc2ccccc2)c1C#N | 9% | 3% | -9% | -0.7% | 5% | -7%[46.1 µM] | ? | -1%
CC(=O)NC(CC(=O)NC(C)c1ccc(Cl)cc1Cl)c1ccccc1 (stereo unspecified) | 1% | 11% | -8% | -1.8% | -8% | -19% | 7% | 5%
CCOc1ccc(-c2cc(CCCC(=O)NCCCOC)no2)cc1 | 7% | -4% | -2% | 0.0% | 1% | -9%[46.1 µM] | -11% | 7%
COc1ccc(-c2csc(NC(=O)CN3C(=O)CCC3=O)n2)c(OC)c1 | -6% | 8% | -6% | -1.0% | 2% | 10% | -10% | -6%
Cc1cnc2cc([N+](=O)[O-])ccc2n1 | 5% | 4% | -3% | -0.7% | -7% | 7% | 11% | 0%
Cc1cc(-c2ccccc2)nc(-c2ccccc2)c1C | -4% | -15% | -25% | -0.1% | ? | 17% | ? | 0%
Cc1ccc(NC(=O)N2CCCC(C(=O)O)C2)cc1 (stereo unspecified) | 1% | 4% | 0% | -1.3% | . | 8% | . | -1%
O=C1c2ccccc2C(=O)N1CCc1c[nH]c2ccc(O)cc12 | 1% | 3.1µM* | -21% | -1.0% | ? | 6% | 7% | 1%
Cn1c(SCC(=O)N2CCOCC2)nnc1-c1ccccc1 | 2% | -3% | -8% | 2.5% | 5% | 4%[46.1 µM] | -1% | -7%
CN1CCN(CCCNC(=O)c2ccc(Cn3c(=S)[nH]c4ccc(Br)cc4c3=O)cc2)CC1 | 8% | 18% | -13% | 0.1% | -9% | 7% | 9% | 10%
O=C(c1ccco1)N1CCN(CCCCOc2ccc(F)cc2)CC1 | 3% | 2% | -2% | -6.9% | -5% | 5% | 1% | 1%
O=C(c1ccccc1)c1ccc2nc(Nc3ccccc3)c3nncn3c2c1 | 17% | 1% | -28% | ? | . | -16% | . | 6%
Cc1cc(S(=O)(=O)N2CCCC2)ccc1OCC(=O)NCc1ccco1 | 21% | 6% | 7% | 0.0% | 4% | -6%[46.1 µM] | 10µM* | 10%
Cn1c(N)c(C(=O)COC(=O)C2CCC(C(C)(C)C)CC2)c(=O)n(C)c1=O (stereo unspecified) | -6% | -7% | ? | -1.0% | ? | -9%[46.1 µM] | ? | -2%
Cc1cc2oc(=O)cc(CN3CCN(Cc4ccc5c(c4)OCO5)CC3)c2cc1C | -2% | 4% | -5% | -1.0% | -6% | -4%[46.1 µM] | -20% | 4%
O=c1[nH]c2sc3c(c2c(=O)n1Cc1ccccc1)CCC3 | -1% | 0% | -22% | -1.2% | 2% | -15%[7.67 µM] | ? | 1%
CCCCNC(=S)NNC(=O)c1ccc(Br)o1 | -3% | -8% | 2% | 1.1% | 0% | 10% | 7% | -1%
CSc1ccc(Cl)c(C(=O)NCCOc2ccccc2)c1 | 8% | 3% | -9% | -2.0% | 3% | -13%[46.1 µM] | ? | -6%
Cc1nn(CC2CC2)c(=O)n1-c1ccc(C(C)C)cc1 | 0% | 10% | -3% | -0.1% | -6% | 4% | 2% | 1%
C/C(=N\NC(=O)c1csc(C)c1C)c1ccc(Cl)s1 | -1% | 5% | -1% | -0.6% | -7% | -16%[46.1 µM] | -5% | 5%
COc1ccc(O[C@H]2C=C[C@@H](c3ccccc3)O[C@H]2CO/N=C\C[C@@H]2C=C[C@H](OC(C)=O)[C@H](COC(C)=O)O2)cc1 | -5%[17.5 µM] | . | -11%[11.6 µM] | 0.0%[10.1 µM] | . | . | ? | 2%[17.4 µM]
O=C(/C(=C/O)N=Nc1ccccc1)c1ccc(Cl)cc1 | 1% | 1% | -25% | 0.0% | -6% | ? | ? | -13%
O=C(Nc1ccc(S(=O)(=O)N2CCCCCC2)cc1)c1ccco1 | -2% | -3% | -11% | 0.0% | -13% | -6%[46.1 µM] | -4% | -5%
O=C(NCc1ccc2c(c1)OCO2)C1CCCN1S(=O)(=O)c1ccc(Cl)cc1 (stereo unspecified) | -8% | -5% | -12% | 0.9% | 8% | 8% | 4% | -15%
C=CCNC(=O)COC(=O)c1cc(S(=O)(=O)N2CCOCC2)ccc1N1CCCCC1 | -2% | 5% | -10% | 0.0% | 3% | -3%[46.1 µM] | -14% | 0%
COC(=O)N/N=C(\C)c1ccco1 | 4% | 2% | -4% | -1.4% | 1% | 20% | -10% | 9%
CC(C)C[C@H](NC(=O)c1nc[nH]c1C(=O)N1CCN(c2ccccc2)CC1)C(=O)OC(C)(C)C | 0% | -3% | -21% | 4.5% | . | 0% | . | 7%
N#CCCNC(=O)CCN1CCOCC1 | -3% | -3% | 9% | -7.2% | -10% | -5%[46.1 µM] | 10% | 3%
Cc1c(Br)c([N+](=O)[O-])nn1CC(=O)Nc1ccc(Cc2ccncc2)cc1 | -4% | -11% | -14% | -8.2% | -1% | -28% | ? | 2%
Cc1ccnc(SCc2cc(=O)c(OC(=O)c3ccco3)co2)n1 | 6% | 14% | -4% | 4.4% | -6% | 13%[46.1 µM] | 6% | 0%
